Yfh1-off respiration – enhancers of respiration in Yfh1-depleted yeast, dose response, Friedreich's ataxia, plus single-dose screen (AID 1465). S. cerevisiae Yfh1-off respiration, WST-1 reduction, 72 h; higher fold induction means a stronger effect. fold induction at 50 µM, or EC50 in µM where a hit was titrated. 0.074% of 220,000 active;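 active means fold induction of absorbance versus untreated yeast above a set limit, then at least 30% activation at any dose in follow-up; inconclusive means repeats straddling the limit, or above it without dose testing; inactive means fold induction below the set limit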;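 further: activators that raise dye reduction in frataxin-depleted yeast; strong numbers were not always called active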
HIV peptide binding – inhibitors of HIV fusion peptide binding, primary screen, biochemical, uHTS, fluorescence dequenching (AID 1986) | 0.3% of 290,000 active | inhibition, % at 20 µM; hits with a dose series show IC50 in µM | cell-free peptide binding, fluorescence dequenching, 30 min; higher % means a stronger effect; in the data active means inhibition mostly above about 52%, no sharp cut-off; inactive means mostly below about 76%; further: some results filed as inactive read as strong as hits
WT yeast gro inh – growth inhibition of WT strain, primary screen, mitochondrial fusion inhibitor project, WT and mutant strains, chemical genetic | inhibition, % at 10 µM | 2.1% of 190,000 active | mitochondrial fusion phenotypic screen; in the data active means inhibition above about 58%; tested in S. cerevisiae
MT stabilizer – microtubule stabilizers in HeLa cells, primary screen, imaging, high-content imaging; HeLa tubulin immunostaining HCS, 24 h; share of cells brighter than vehicle mean+2SD; AID 2205, 2009; 0.83% of 200,000 active; % tubulin-high responders, % at 10 µM;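 active means plate Z-score above 3 for both tubulin-high and condensed-nucleus cell shares, with cell loss under 80%, at 10 µM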;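 further: anti alpha tubulin signal scored within the nucleus-defined area of each cell; some results filed as inactive read as strong as hits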
Ins promoter up – insulin promoter activators in MIN6 cells, imaging, high-content screening, mouse beta cells; MIN6 insulin promoter-GFP reporter; stronger effect = higher value; 0.3% of 190,000 active; z-score at 5 µM; AID 1625, 2009;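 active means z-score above 3 at 5 µM with at least 500 cells counted in the well; inconclusive means wells under 500 cells, flagged as cytotoxic or low count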
Autophagy HCS – autophagy modulators in MEF cells, primary screen, imaging, high-content, MEF GFP-LC3 | MEF GFP-LC3 puncta imaging; test concentration mostly 10 µM | calls only at 10 µM (by protocol) | 0.98% of 190,000 active | AID 463193, 2010;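 active means percentage of spot-positive cells more than 3 SD above its plate mean, without a fluorescence outlier flag or 80% toxicity; inconclusive means no clear call, values can overlap the other calls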;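 further: spot-positive cell cutoff set from DMSO-treated cells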
AID2073 – inhibitors of Mint1-CaV2.2 protein interaction, biochemical, HTRF (AID 2073). HTRF protein-protein interaction, Mint1-CaV2.2; higher % means a stronger effect. inhibition, % at 20 µM, or IC50 in µM where a hit was titrated. 0.19% of 290,000 active; in the data active means inhibition mostly above about 51%, no sharp cut-off; inconclusive means no clear call, values can overlap the other calls; inactive means mostly below about 53%; further: some results filed as inactive read as strong as hits
bCat nuc transl – modulators of beta-catenin nuclear translocation, primary screen, imaging, HeLa cells, immunofluorescence, high-content; nuclear translocation activity, % at 5 µM; 0.3% of 190,000 active; AID 1665, 2009;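 active means nuclear translocation activity above 50% at 5 µM, with a well cell count of 50 or more; inconclusive means wells under 50 cells across six images, flagged as toxic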;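 further: per-cell ratio of nuclear to cytoplasmic median beta-catenin stain intensity; plate controls were DMSO negative control for no effect and GSK-3 inhibitor IX positive control for full effect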
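Assay system: human HeLa cells, native beta-catenin; doses: 5 µM primary, 0.02–20 µM confirmation; incubation: compound treatment 24 h, 37°C, 5% CO2; technique: fluorescence imaging of beta-catenin antibody stain plus DAPI; measure: % activation, nuclear-to-cytoplasmic median beta-catenin signal ratio per cell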
Dynein transport – inhibitors of GR-EGFP nuclear translocation, primary screen, dynein cargo transport inhibitor project, imaging, high-content, 3617.4 mouse cells. test concentration mostly 20 µM; stimulated with dexamethasone, 1 µM; stronger effect = lower value. z-score, hits read low. 0.47% of 220,000 active. AID 1381, 2008;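 active means plate z-score of nuclear minus cytoplasmic receptor signal below a set negative limit, without overly bright fluorescence or cell loss, cut at about -3.5 in these data, passing the limit was not always enough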;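 further: z-score of nuclear minus cytoplasmic ring GR-EGFP intensity difference per well; some compounds called inactive have numbers as strong as hits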
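Buffer or medium – tet-free medium with charcoal-stripped serum · Signal – automated 10x imaging of fixed Hoechst-stained cells · Also added – dexamethasone agonist, 1.0 µM final, for 30 min · Incubation – induction 48 h, compound 1 h, agonist 30 min · Read-out – GR-EGFP nuclear translocation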
WT yeast gro inh mutant strain – further read-out of WT yeast gro inh, marked with its call; inhibition, %; mitochondrial fusion phenotypic screen, mutant strain inhibition
Dynein transport cytoplasmic EGFP – further read-out of Dynein transport, marked with its call; z-score; measured here: cytoplasmic GR-EGFP intensity; stronger effect = higher value
Dynein transport nuclear GR-EGFP – recorded beside Dynein transport, whose call it bears; z-score; measured here: nuclear GR-EGFP intensity;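 lower value marks the stronger effect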
Dynein transport cell count – second read-out of Dynein transport, no call of its own (marks repeat the call); z-score; measured here: cell count per field
Ins promoter up cell count – further read-out of Ins promoter up, marked with its call; cell count; measured here: cytotoxicity, nuclei count;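 total cells summed across four imaged fields per well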
bCat nuc transl cell count 5 µM – further read-out of bCat nuc transl, marked with its call; cell count; measured here: cell count, cytotoxicity flag
MT stabilizer Hoechst-high % – further read-out of MT stabilizer, marked with its call; % Hoechst-high responders; measured here: nuclear condensation Hoechst responders;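 share of cells brighter than vehicle mean plus two SD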
MT stabilizer cytotoxicity % – further read-out of MT stabilizer, marked with its call; toxicity, %; measured here: cytotoxicity by cell density;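 0% = mean cell density of plate MIN control wells and 100% = no cells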
Autophagy HCS cell loss 18 h – recorded beside Autophagy HCS, whose call it bears; toxicity, %; measured here: cell loss, nuclei count;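 cell loss after 18 h compound exposure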
Starred values were filed as active, the others as inactive; i = inactive; ? = inconclusive; · = not tested or not shown.

SMILES	Yfh1-off respiration	HIV peptide binding	WT yeast gro inh	WT yeast gro inh mutant strain	MT stabilizer	MT stabilizer Hoechst-high %	MT stabilizer cytotoxicity %	Ins promoter up	Ins promoter up cell count	Autophagy HCS	Autophagy HCS cell loss 18 h	AID2073	bCat nuc transl	bCat nuc transl cell count 5 µM	Dynein transport	Dynein transport cytoplasmic EGFP	Dynein transport nuclear GR-EGFP	Dynein transport cell count
COc1ccc(NC(=O)c2cccs2)cc1OC	i	1.0%	15	56	1.9	1.6	4.7	-0.29	1351	i	-1	2%	0.0	1090	0.072	-0.24	0.062	0.89
Cc1ccc(C)c(NC(=S)N2CCC(N(C)CC3CCCO3)CC2)c1 (stereo not drawn)	i	0.7%	-5	-12	1.4	1.2	4.4	0.34	910	i	2	-6%	·	·	1.4	0.51	0.68	-0.2
C/C=C/c1ccc(OCC(=O)OCC)c(OC)c1	i	0.7%	-10	4	2.6	3.3	6.7	-0.14	1461	i	14	8%	1.3	1525	-0.44	-0.0072	0.16	0.74
O=c1ccc(-c2ccccc2)n[nH]1	i	0.3%	0	12	1.2	1.4	2.0	-0.52	898	i	4	11%	1.0	1018	-1.3	-0.29	-0.66	1.7
COc1ccccc1NC(=O)C1=C(C)Nc2nc(-c3ccc(N(C)C)cc3)nn2C1c1ccncc1 (stereo not drawn)	i	0.9%	20	2	4.9	3.8	7.3	-0.75	1292	i	16	2%	3.1	1343	0.49	-0.2	0.3	-0.65
O=C(CSc1ccccc1)NC1=NCCS1	i	-0.5%	·	·	·	·	·	-0.3	1002	·	·	-4%	0.4	1225	-0.11	-0.18	0.33	0.1
CN(C)S(=O)(=O)c1cccc(NC(=O)COC(=O)CCOc2ccccc2)c1	i	1.5%	-21	3	8.9	2.5	13	-0.28	1296	i	3	-4%	-0.7	1068	-0.86	-0.34	-0.089	0.87
CCOC(=O)c1cn(CC(=O)Nc2ccc(CC)cc2)nn1	i	-0.9%	5	-14	2.9	2.5	12	1	1622	i	-6	5%	-1.7	1404	0.35	-0.25	0.23	-0.61
CN1CCN(CCNC(=O)c2cc3c(=O)n(C)c4ccccc4c3n2C)CC1	i	-2.5%	16	7	2.2	4.9	6.8	-0.6	784	i	7	-1%	-1.4	1130	-1	-0.3	-0.6	1.9
CCOC(=O)Cn1nnnc1CN(CCc1ccccc1)Cc1cc2cc(CC)ccc2[nH]c1=O	i	2.5%	8	-4	1.8	1.1	4.1	-0.32	904	i	-7	8%	-7.4	1182	-0.32	0.12	-0.22	0.37

The closing 5 entries of the section before are carried over, then new ones follow.
SMILES	Yfh1-off respiration	HIV peptide binding	WT yeast gro inh	WT yeast gro inh mutant strain	MT stabilizer	MT stabilizer Hoechst-high %	MT stabilizer cytotoxicity %	Ins promoter up	Ins promoter up cell count	Autophagy HCS	Autophagy HCS cell loss 18 h	AID2073	bCat nuc transl	bCat nuc transl cell count 5 µM	Dynein transport	Dynein transport cytoplasmic EGFP	Dynein transport nuclear GR-EGFP	Dynein transport cell count
O=C(CSc1ccccc1)NC1=NCCS1	i	-0.5%	·	·	·	·	·	-0.3	1002	·	·	-4%	0.4	1225	-0.11	-0.18	0.33	0.1
CN(C)S(=O)(=O)c1cccc(NC(=O)COC(=O)CCOc2ccccc2)c1	i	1.5%	-21	3	8.9	2.5	13	-0.28	1296	i	3	-4%	-0.7	1068	-0.86	-0.34	-0.089	0.87
CCOC(=O)c1cn(CC(=O)Nc2ccc(CC)cc2)nn1	i	-0.9%	5	-14	2.9	2.5	12	1	1622	i	-6	5%	-1.7	1404	0.35	-0.25	0.23	-0.61
CN1CCN(CCNC(=O)c2cc3c(=O)n(C)c4ccccc4c3n2C)CC1	i	-2.5%	16	7	2.2	4.9	6.8	-0.6	784	i	7	-1%	-1.4	1130	-1	-0.3	-0.6	1.9
CCOC(=O)Cn1nnnc1CN(CCc1ccccc1)Cc1cc2cc(CC)ccc2[nH]c1=O	i	2.5%	8	-4	1.8	1.1	4.1	-0.32	904	i	-7	8%	-7.4	1182	-0.32	0.12	-0.22	0.37
O=C(COc1cc(F)ccc1[N+](=O)[O-])NCCCc1ccccc1	i	-1.8%	-5	2	3.1	2.0	8.0	0.2	1305	i	4	1%	-0.5	1097	-0.34	-0.19	-0.032	0.22
COc1cc(/C=N/NC(N)=S)ccc1OCC(=O)Nc1ccc(C)cc1	i	-1.6%	0	-10	3.0	1.5	5.6	-0.79	1925	i	11	-11%	0.5	1090	0.92	-0.2	1.1	0.58
CCOc1ccc(-n2c(-c3ccccc3)c[n+]3c2CCC3)cc1	i	-0.4%	-6	5	4.1	3.5	6.0	?	·	i	14	0%	4.9	764	0.34	0.76	0.82	-0.43
CCOC(=O)C1=C(O)C(=O)N(Cc2ccc(C(C)(C)C)cc2)CC1	i	-0.9%	-9	-18	1.4	1.5	8.4	-0.8	1301	i	21	8%	-0.7	1127	0.18	-0.16	0.13	-0.13
COc1cc2c(cc1OC)C(C(=O)O)C(c1cc(Br)c(O)c(OC)c1)N(C)C2=O (stereo not drawn)	i	-2.9%	-5	0	4.1	3.3	5.5	0.7	1410	i	8	4%	3.0	1415	-0.78	-0.34	-0.59	-0.13
COCCNC(=O)c1cc2nc3c(c(C(F)(F)F)n2n1)CCc1ccccc1-3	i	-0.7%	8	13	2.3	2.5	5.6	-0.07	1006	i	19	7%	-0.2	1546	-0.81	-0.056	-0.57	-0.13
O=C(O)CSc1sc(=S)sc1SCC(=O)O	i	9.2%	-5	13	5.5	3.7	6.7	-2.7	1661	i	-7	-3%	-1.5	1352	-0.18	-0.16	0.086	0.063
CC(C)Cc1cc(C(=O)Nc2ccc(F)cc2F)no1	i	-2.2%	9	-1	2.2	2.1	1.7	2.6	1897	i	3	4%	0.7	1094	-0.39	-0.2	-0.1	0.23
CCOC(=O)c1cnc(SCC(=O)Nc2cccc(OC)c2)nc1N	i	0.5%	10	23	2.1	1.5	8.7	-0.5	914	i	5	3%	-3.0	1323	0.19	-0.45	-0.047	0.34
CN1CCN(C2=C(Cl)C(=O)N(c3cccc(Cl)c3)C2=O)CC1	i	17%	12	-8	1.1	2.4	10	0.07	2040	i	-1	28%	-3.9	1085	-0.78	0.017	-0.19	0.049
Cc1cc(C)n(CCCO)c(=O)c1C#N	i	0.6%	3	4	1.3	1.7	6.3	·	·	i	2	2%	·	·	-0.51	-0.21	-0.76	0.54
Cc1ccc(S(=O)(=O)c2c(N)n(-c3ccccc3)c3nc4ccccc4nc23)cc1	i	3.7%	-21	14	1.7	2.6	6.5	0.27	1494	i	2	11%	-3.9	1150	0.11	-0.26	0.14	0.63
O=C(Nc1ccc(NC(=O)c2cccs2)cc1)c1ccco1	i	-1.2%	-6	6	1.8	1.4	3.4	-0.01	893	i	0	-1%	-3.2	1034	-0.93	-0.15	-0.22	0.87
O=C(CNC(=O)c1ccccc1)NC1(C(=O)NC2CCCCC2)CCCCC1	i	1.3%	-5	1	3.9	2.3	5.2	1.4	1410	i	6	1%	-2.2	1096	0.063	-0.28	-0.52	-0.52
O=C(NCc1cccnc1)NC1(C(F)(F)F)Oc2ccccc2O1	i	5.9%	-1	-1	6.7	2.5	2.0	-1.6	1238	i	25	-7%	15	1328	0.42	-0.36	0.34	-0.025
COc1cc(S(=O)(=O)N2CCCCCC2)ccc1Cl	i	-0.2%	8	3	1.9	1.4	5.9	-0.26	1250	i	6	10%	4.5	1178	-0.07	-0.25	-0.16	-0.054
O=C(CCCC(=O)OCC(=O)c1ccc(F)cc1)Nc1cc(C(F)(F)F)ccc1Cl	i	-3.1%	31	-6	1.4	1.0	4.5	0.24	814	i	-7	1%	0.9	1079	1.6	-0.23	1.5	0.43
COc1ccc(/C=N/OCC(=O)N2CCCC2)c(OC)c1	i	1.0%	2	30	7.1	2.0	4.8	-0.41	1224	i	14	0%	-3.5	1144	-1.2	-0.25	-0.83	1.4
CC(C)CC(=O)Nc1cccc2c1C(=O)N(c1ccccc1)C2=O	i	2.5%	29	6	2.4	1.5	0.1	·	·	i	2	2%	-1.0	1160	-0.45	-0.23	-0.25	-0.44
N/C(=N\OC(=O)COc1ccc2ccccc2c1Br)c1ccccn1	i	0.5%	64*	56*	1.5	1.2	2.8	0.17	1628	i	14	32%	-1.2	1032	-0.15	-0.3	0.027	0.87
CCOC(=O)N1CCN(Cc2nc(N)nc(Nc3ccc(Oc4ccccc4)cc3)n2)CC1	i	2.5%	15	7	1.5	1.2	2.4	-2	1604	i	1	-2%	0.4	1084	-1.5	-0.13	-1.3	0.24
COc1ccc(Cl)cc1NC(=S)N(CCN1CCOCC1)C1CCN(C(C)=O)CC1	i	2.4%	-4	5	1.6	3.9	11	-0.2	1201	i	-1	-16%	0.1	876	-0.063	-0.24	0.14	-0.66

Compound activity (PubChem BioAssay)
